# From PubChem BioAssay
# JMJD2E inh – qHTS Assay for Inhibitors of Human Jumonji Domain Containing 2E (JMJD2E); Lysine-specific demethylase 4E (Homo sapiens), B2RXH2; JMJD2E catalytic domain, FDH-coupled NADH fluorescence (FDH is formaldehyde dehydrogenase); 230,000 tested, 1.6% active; Potency, µM (series often up to 57.1 µM), without a hit: top-dose activity change, negative = inhibition, hits mostly inhibitors; AID 2147, 2009; active = well fitted inhibition curve with a large enough effect, not every such curve was filed as active; inconclusive = small, poorly fitted or top-dose-only effect, or another doubt; inactive = no such curve, though single readings can be large or run the other way;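 note: 0% = wells with enzyme and -100% = buffer wells without enzyme; nearly all actives have a fitted effect of over 50% in size; many of its hits are not listed in these tables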
# Tau fibril FP – qHTS for Inhibitors of Tau Fibril Formation, Fluorescence Polarization | K18 P301L tau heparin fibrillization, Alexa594 FP, 6 h | 280,000 tested, 0.39% active | AID 1468, 2008 | Potency, µM (doses to about 57.7 µM), inactives show at the top dose activity, negative = inhibition, hits mostly inhibitors; note: nearly all actives have a fitted effect of over 55% in size
# Target sequence (P10636 561-689 P618L limits assumed): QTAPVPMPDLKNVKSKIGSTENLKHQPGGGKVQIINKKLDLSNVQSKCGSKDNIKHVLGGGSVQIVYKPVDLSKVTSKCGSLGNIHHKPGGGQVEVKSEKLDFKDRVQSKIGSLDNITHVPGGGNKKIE
#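 Steps: dispense K18 P301L tau (15 uM plus 0.24 uM Alexa 594 tracer, final) in pH 7 sodium acetate; add compound; add heparin (20 uM final); incubate 6 hr, 37 C; add ThT (30 uM final); after 1 hr ambient, read FP.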
# RECQ1 inh – qHTS Assay for Inhibitors of RecQ-Like Dna Helicase 1 (RECQ1). Potency, µM (titrated, usually from 57.3 µM), without a hit: top-dose activity, negative = inhibition, usual class: inhibitors. RECQ1 DNA unwinding, red fluorescence kinetic read. 240,000 tested, 0.54% active;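 note: plate controls were vehicle for no effect and no enzyme for full effect; nearly all actives have a fitted effect of over 30% in size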
#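 50 nM RECQ1T1 preincubated 15 min with compound in Tris pH 8.0 buffer with MgCl2, DTT, Tween-20 and 2.5 ug/ml poly(dI-dC); started with 200 nM TAMRA/BHQ-2 forked duplex and 2 mM ATP. Unwinding read as fluorescence (525/598 nm), two reads 2 h apart.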
# TRb SRC2 PPI – qHTS for Inhibitors of the Interaction of Thyroid Hormone Receptor and Steroid Receptor Coregulator 2; Thyroid hormone receptor beta (Homo sapiens), P10828; TRbeta-SRC2 peptide binding, fluorescence polarization; receptor liganded with 1 µM T3; Potency, µM (titrated, usually from 106 µM), for inactives: top-dose activity change, negative = inhibition, actives largely listed as inhibitors; 280,000 tested, 0.065% active;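 note: plate controls were bound peptide for no effect and peptide without receptor for full effect; nearly all actives have a fitted effect of over 50% in size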
# Target sequence (P10828 whole entry, looked up): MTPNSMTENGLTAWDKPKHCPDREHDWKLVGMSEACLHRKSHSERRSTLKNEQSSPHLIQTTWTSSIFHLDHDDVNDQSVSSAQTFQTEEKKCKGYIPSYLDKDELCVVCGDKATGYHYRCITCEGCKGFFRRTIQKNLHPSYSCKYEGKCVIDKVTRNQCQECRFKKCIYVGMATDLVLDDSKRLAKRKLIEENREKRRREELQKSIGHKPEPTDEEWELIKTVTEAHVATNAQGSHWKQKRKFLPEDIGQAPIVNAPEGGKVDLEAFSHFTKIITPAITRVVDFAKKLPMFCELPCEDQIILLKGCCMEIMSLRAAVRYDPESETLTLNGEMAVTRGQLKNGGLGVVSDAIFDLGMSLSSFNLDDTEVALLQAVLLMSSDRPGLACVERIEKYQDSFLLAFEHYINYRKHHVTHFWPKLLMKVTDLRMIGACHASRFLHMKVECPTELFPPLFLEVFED
#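 Human TRb LBD (0.6 uM) plus Texas Red-labeled SRC2 peptide (20 nM), 1uM T3, 5% DMSO, 5 hr at ambient temperature. Decreased polarization (555/632 nm) flags inhibition; data normalized to free and bound peptide controls.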
# L3MBTL1 inh – qHTS Assay for the Inhibitors of L3MBTL1. Lethal(3)malignant brain tumor-like protein 1 (Homo sapiens), Q9Y468. AlphaScreen L3MBTL1–H3K9me1 peptide binding. Potency, µM (highest dose often 57.1 µM), for the others: at the top dose activity, negative = inhibition, hits mostly inhibitors. 230,000 tested, 0.66% active; note: nearly all actives have a fitted effect of over 60% in size
#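 L3MBTL1 (50 nM) pre-complexed 30 min with biotinylated H3(1-15)K9me1 peptide (75 nM), then compounds added for 30 min at room temperature; AlphaScreen streptavidin donor/nickel chelate acceptor beads (10 ug/mL final) read after 30 min dark incubation.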
# RGS12 GoLoco inh – qHTS Assay for Inhibitors of RGS12 GoLoco Motif Activity (Red Fluorophore); Potency, µM (highest dose often 61.6 µM), without a hit: top-dose activity, negative = inhibition, usual class: inhibitors; Guanine nucleotide-binding protein G(i) subunit alpha-1 (Homo sapiens), P63096; AID 880, 2007; 230,000 tested, 0.44% active; Gai1:RGS12 GoLoco peptide FP, rhodamine, 10 min; active = well fitted inhibition curve with a large enough effect, not every such curve was filed as active; inactive = no such curve, though single readings can be large or run the other way; note: nearly all actives have a fitted effect of over 30% in size; many of its hits are not listed in these tables
# Target sequence (P63096 whole entry, looked up): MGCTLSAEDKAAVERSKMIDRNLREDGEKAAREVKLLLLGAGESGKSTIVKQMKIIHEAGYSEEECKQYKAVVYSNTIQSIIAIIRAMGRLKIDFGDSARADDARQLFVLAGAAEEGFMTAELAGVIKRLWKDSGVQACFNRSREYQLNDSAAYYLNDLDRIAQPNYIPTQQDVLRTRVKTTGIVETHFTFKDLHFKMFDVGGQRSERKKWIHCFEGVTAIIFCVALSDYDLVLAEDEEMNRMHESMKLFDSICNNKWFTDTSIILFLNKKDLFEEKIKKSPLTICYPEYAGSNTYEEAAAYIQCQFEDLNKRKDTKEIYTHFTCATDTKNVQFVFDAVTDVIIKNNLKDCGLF
# Tau ThT inhib – qHTS for Inhibitors of Tau Fibril Formation, Thioflavin T Binding. 270,000 tested, 2.1% active. AID 1460, 2008. Microtubule-associated protein tau (Homo sapiens), P10636. recombinant tau K18 P301L (four-repeat tau fragment), heparin-induced fibrillization, ThT fluorescence. Potency, µM (highest dose often 57.4 µM), without a hit: top-dose activity, negative = inhibition, hits mostly inhibitors; note: nearly all actives have a fitted effect of over 55% in size
#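 Heparin-induced fibrillization of the P301L-mutant K18 repeat-domain fragment of human tau was followed by ThT binding in quantitative high-throughput format.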
# TexasRed fluor – Total Fluorescence Counterscreen for Inhibitors of the Interaction of Thyroid Hormone Receptor and Steroid Receptor Coregulator 2 | TRb/SRC2 Texas Red total fluorescence interference | Potency, µM (doses to about 106 µM), without a hit: at the top dose fluorescence change, negative = quenching | 280,000 tested, 0.29% active; active = well fitted curve in either direction with a large enough effect; inconclusive = small, poorly fitted or top-dose-only effect
#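 Human TRb ligand-binding domain at 0.6 uM with 20 nM Texas Red SRC2 peptide in Tris buffer containing 1 uM T3 and 5% DMSO, incubated with compound 5 h at ambient temperature. Total fluorescence (555/632 nm) calculated as parallel + 2 × perpendicular.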
# Starred values were filed as active, the others as inactive; i = inactive; ? = inconclusive; nt = not tested or not shown; & = joins results of further samples; [ ] = remark or other dose. Unless noted, calls come from the whole dose curve; as a rule, active = well fitted curve in the direction sought with a large enough effect; inconclusive = small, poorly fitted or top-dose-only effect, or another doubt; inactive = no such curve, though single readings can be large; an effect the other way counts as inactive or inconclusive. Unless noted, % is set by controls: 0 for no effect and ±100 for the full control effect; potency is the fitted concentration of half-maximal effect. Only part of the results is shown; count on the stated rates, not on these rows.
# Under each structure: TRb SRC2 PPI	L3MBTL1 inh	Tau fibril FP	TexasRed fluor	RECQ1 inh	RGS12 GoLoco inh	JMJD2E inh	Tau ThT inhib
- O=C(NCc1ccccc1)c1nc[nH]c1C(=O)NCc1ccccc1
 : 3%	-12%	7%	5%	-10%	16%	7%	-4%
- CCSc1nnc(-c2cccc(S(=O)(=O)N(CC)CC)c2)n1Cc1ccccc1
 : -5%	1%	2%	-6%	i	3%	-5%	-5%
- CCN(CC)c1ccc(C=N/C(C#N)=C(\N)C#N)cc1
 : 26%	-2%	?	20%	i	280%[activator]	-10%	2µM*
- Nc1ccccc1C(=O)Nc1cccc(C(=O)O)c1
 : -14%	4%	4%	0%	-18%	1%	?	-4%
- O=C1CCC(/C=C/c2ccccc2)=NN1Cc1ccc(F)cc1
 : 7%	-5%	2%	-1%	-17%	-9%	-8%	?
- COc1ccc(-c2noc(CN(C)S(=O)(=O)c3ccc(Cl)cc3)n2)cc1OC
 : 0%	8%[11.4 µM]	7%	-5%	-15%	8%	5%	-10%
- Cc1ccc(N(CC(O)Cn2c3ccccc3c3ccccc32)S(C)(=O)=O)c(C)c1 (stereo not given)
 : -15%	-8%	0%	-2%	i	-2%	-8%	-8%
- CCc1nccn1C(=O)c1cnn2c(C(F)F)cc(-c3ccccc3)nc12
 : 2%	5%	-2%	0%	-8%	-3%	?	-17%
- COc1ccccc1N1CCN(C(c2ccc(C)cc2)c2nnnn2C(C)C)CC1 (stereo not given)
 : 0%	-6%	5%	-3%	0%	-6%	5%	-10%
- Cc1cc(C(=O)N/N=C/c2ccccn2)n[nH]1
 : 4%	8%	-1%	-3%	i	-2%	?	-4%
- CCCC(=O)c1cc(-c2nc3ccccc3n2C)n(C)c1
 : -5%	1%	1%	-4%	i	0%	-14%	-6%
- COc1ccccc1C(=O)Nc1nnc(S(=O)(=O)N2CCCCC2)s1
 : -7%	nt	-5%	-14%	nt	nt	nt	?
- COc1ccc(NC(=O)CN(C)S(=O)(=O)c2cnc[nH]2)cc1
 : -4%	nt	1%	-2%	nt	nt	nt	4%
- Nc1ncnc(N2CCOCC2)c1N
 : 0%	-29%	-5%	-2%	i	8%	?	-5%
- Cc1cc(C)n(-c2nc3ccccc3c(=O)n2OC2CCCCC2)n1
 : 5%	-1%	10%	1%	-3%	nt	6%	-6%
- CC(C)=NOC(=O)c1ccc(-c2ccccc2)cc1
 : -3%	8%	3%	1%	i	8%	-2%	-14%
- Cc1ccc(C(=O)CSc2nc(-c3ccccc3)nc3c2CCCC3)c(C)c1
 : -6%	nt	?	-1%	nt	nt	nt	-10%
- Cc1nnsc1C(=O)N1CCC(C(=O)c2ccccc2)CC1
 : 4%	-2%	-7%	0%	0%	6%	5%	-11%
- CCCN(Cc1cccs1)C(=O)Nc1ccc(OCC)cc1
 : -4%	nt	-1%	0%	nt	nt	nt	-9%
- O=[N+]([O-])c1ccc(N2CCN(S(=O)(=O)c3ccccc3)CC2)cc1NCC1CCCO1 (stereo not given)
 : 4%	-3%	-3%	6%	-2%	1%	6%	?
- Cc1c(-c2nnnn2-c2ccc(F)cc2)cnc2cc3c(cc12)OCO3
 : -2%	4%	-5%	-4%	-3%	-8%	?	-10%
- O=C(C1COc2ccccc2O1)N(Cc1cccnc1)c1nc2c(F)cc(F)cc2s1 (stereo not given)
 : -6%	nt	-13%	0%	nt	nt	nt	-6%
- CC(Oc1ccccc1)C(=O)NC1=NCCS1 (stereo not given)
 : 7%	1%[11.4 µM]	0%	0%	-4%	3%	3%	1%
- NS(=O)(=O)c1ccc(NC(=S)NC(=O)c2ccco2)cc1
 : 5%&-2%	7%&0%	-13%&2%	-1%&-4%	-14%&-8%	-13%&2%	1%&-4%	-8%&-5%
- CC(C)(C)OC(=O)N1CCC(c2c(C(=O)N3CCN(C(=O)c4ccco4)CC3)cnn2-c2ccc(F)cc2F)CC1
 : -3%	nt	-4%	-51%	nt	nt	nt	-17%
- O=C(CN1CCN(Cc2ccccc2)CC1)N/N=C/C=C/c1ccccc1[N+](=O)[O-]
 : 0%	3%	10%	-5%	6%	5%	0%	-6%
- O=C(O)c1ccc(CNCc2cccc(Cl)c2Cl)cc1
 : 0%	nt	3%	2%	i	-9%	2%	-16%
- Cc1ccc(CN2COc3ccc4c(C)cc(=O)oc4c3C2)cc1
 : 1%	nt	1%	-1%	nt	nt	nt	5%
- Nn1c(SCC(=O)NC(=O)NC2CCCC2)nnc1-c1ccccc1F
 : 4%	8%	1%	0%	i	-6%	4%	-10%
- CCOc1ccc(-n2c(SCC(=O)NC3CCS(=O)(=O)C3)nnc2-c2cccnc2)cc1 (stereo not given)
 : 3%	3%	8%	0%	-11%	-1%	0%	-1%
- C=C1C[C@@]23C[C@@]1(O)CCC2[C@@]12C=CC(O)[C@](C)(C(=O)O1)C2C3C(=O)O (stereo not given in full)
 : 0%	nt	10%	-1%	-4%	-5%	1%	1%
- Cc1cc(Nc2c(C)n(C)n(-c3ccccc3)c2=O)n2c(nc3ccccc32)c1C#N
 : 5%	nt	-2%	1%	-3%	22%	-2%	?
- O=c1cc(O)c2c(=O)n(-c3ccccc3)c3c(c2o1)CCCCC3
 : 7%[53 µM]	2%	-5%	-3%[53 µM]	i	-12%	?	-5%
- CCCN(CCC)CC(O)Cn1cc(/C=C/C(=O)c2cccs2)c2ccccc21 (stereo not given)
 : 5%	14%	-4%	5%	-6%	7%	-4%	?
- O=C(O)c1cccc(N/N=C/c2cn(-c3ccccc3)nc2-c2cccs2)c1
 : -2%	-27%	-5%	-2%	3%	-6%	?	?
- COc1ccc(C)cc1NC(=O)CN1CCN(S(=O)(=O)c2ccc(C(C)C)cc2)CC1
 : -15%	-4%	-2%	-2%	-3%	-1%	?	-7%
- CCSc1nnc2c(n1)OC(c1sccc1C)N(C(C)=O)c1ccccc1-2 (stereo not given)
 : -2%	nt	4%	-2%	nt	nt	nt	?
- CC(=O)OCC1OC(C#Cc2ccccc2)C=CC1OC(C)=O (stereo not given)
 : -1%&0%[11.2 µM]	nt	?	-2%&-2%[11.2 µM]	-2%&0%[11.5 µM]	nt	nt	?
- COc1cccc(C2c3[nH]c4ccccc4c3CCN2Cc2cnn(C)c2)c1 (stereo not given)
 : -3%	nt	4%	-3%	-25%	10%	?	nt
- Fc1ccccc1C1=NC(c2ccc(C(F)(F)F)cc2)=Nc2ccccc2N1
 : 4%	nt	-7%	0%	nt	nt	nt	5%
- CCOc1ccc(NC(=O)CSc2nnc(CCNC(=O)c3ccc(OC)cc3)n2CC)cc1
 : -17%	4%	-2%	-1%	16%	4%	2%	-13%
- NNc1nc2ccc(Cl)cc2s1
 : 2%	-4%	?	6%	-2%	5%	?	22µM*
- CC(C)NCCCCOc1ccc(Br)cc1Cl
 : -4%	51%[activator]	-7%	-5%	-7%	-21%	5%	-2%
- Cc1ccc2nc(C)cc(C(=O)OCC(=O)Nc3cccnc3Cl)c2c1
 : -2%	6%	?	1%	i	17%	?	-12%
- Cc1nn(-c2ccc(N3CCOCC3)nn2)c(C)c1CCC(=O)NCc1ccc(Cl)cc1
 : -4%	nt	5%	?	nt	nt	nt	-17%
- COc1ccc(NS(=O)(=O)c2ccc(N3CCCCS3(=O)=O)cc2)cc1Cl
 : -2%	nt	-8%	0%	nt	nt	nt	7%
- COc1ccc(C(CNC(=O)c2ccc(S(=O)(=O)N3CCCC3)cc2)N2CCOCC2)cc1 (stereo not given)
 : -6%	nt	0%	-5%	i	-23%	1%	-3%
- Cc1ccc(C2NC(=O)c3c(sc4c3CCN(C)C4)N2)s1 (stereo not given)
 : -23%	-5%	?	28%	-11%	72%[activator]	?	14µM*
- O=C(Nc1cc(-c2ccccc2)[nH]n1)c1ccccc1F
 : -6%	5%	2%	-4%	15%	7%	1%	3%
- C(=N\Nc1ncnc2sc3c(c12)CCC3)/c1cccs1
 : -1%	-2%	4%	-5%	-18%	0%	-13%	?
- CCOc1ccc(CNC(=O)c2nn(-c3ccc(OC)cc3)c(=O)c3c2c2ccccc2n3C)cc1
 : 0%	nt	-10%	0%	nt	nt	nt	4%
- CN(C)CCNC(C(=O)Nc1cc(Cl)cc(Cl)c1)c1ccccc1 (stereo not given)
 : -6%	-6%	6%	-1%	-18%	14%	-3%	0%
- CCOC(=O)c1c(NC(=O)CSc2cn(CCNC(=O)c3ccc(OC)c(OC)c3)c3ccccc23)sc2c1CCC2
 : 9%	nt	-9%	-1%	nt	nt	nt	-15%
- CC(=O)c1ccc(NC(=O)CSc2nc(N)c3cc4c(nc3n2)CCCC4)cc1
 : -22%	9%	-10%	89µM*[quencher]	-10%	56%[activator]	-3%	-18%
- CN=C1CC(C)(C)CC(=O)/C1=C(/O)CCCN1C(=O)c2ccccc2C1=O
 : -1%	nt	-1%	1%	-4%	3%	6%	0%

# In the list so far, these have a nitro group on carbon:
# Under each structure: TRb SRC2 PPI	L3MBTL1 inh	Tau fibril FP	TexasRed fluor	RECQ1 inh	RGS12 GoLoco inh	JMJD2E inh	Tau ThT inhib
- O=[N+]([O-])c1ccc(N2CCN(S(=O)(=O)c3ccccc3)CC2)cc1NCC1CCCO1 (stereo not given)
 : 4%	-3%	-3%	6%	-2%	1%	6%	?
- O=C(CN1CCN(Cc2ccccc2)CC1)N/N=C/C=C/c1ccccc1[N+](=O)[O-]
 : 0%	3%	10%	-5%	6%	5%	0%	-6%
